# Screening results (PubChem BioAssay)
# PMI inhibitors = MPI enzyme activity inhibition – biochemical, fluorescence intensity, coupled assay, primary screen (AID 1209); purified PMI enzyme, coupled fluorescence intensity; higher % means a stronger effect; inhibition, % at 20 µM, or IC50 in µM where a hit was titrated; hit rate 0.42% among 190,000;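 further: plate controls were DMSO vehicle for no effect and wells lacking substrate for full effect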
# M1AAP inhibition = malaria alanyl aminopeptidase activity blockers – biochemical, fluorogenic H-Leu-NHMec substrate, 1536-well (AID 1445); recombinant M1AAP, H-Leu-NHMec fluorogenic kinetic assay; higher % means a stronger effect; inhibition, % at 30 µM; hits with a dose series show IC50 in µM; hit rate 0.42% among 220,000;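 active means primary inhibition above the hit cutoff, then over 50% inhibition at one or more dose response concentrations, cut at about 23% in these data, passing the limit was not always enough; inconclusive means conflicting primary data, or primary hits not chosen for dose response; inactive means low primary inhibition, or under 50% at every dose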;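 further: plate controls were DMSO full reaction for no effect and no enzyme background for full effect; strong numbers were not always called active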
# WT yeast gro inh = growth inhibition of WT yeast, mitochondrial fusion screen; mitochondrial fusion phenotypic screen, WT strain; inhibition, % at 10 µM; hit rate 2.1% among 190,000; AID 1362; in the data active means inhibition above about 58%; tested in S. cerevisiae
# Yfh1-off respiration = enhancers of respiration in Yfh1-depleted yeast, dose response, Friedreich's ataxia, plus single-dose screen (AID 1465); S. cerevisiae Yfh1-off respiration, WST-1 reduction, 72 h; higher fold induction means a stronger effect; fold induction at 50 µM; hits with a dose series show EC50 in µM; hit rate 0.074% among 220,000;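 active means fold induction of absorbance versus untreated yeast above a set limit, then at least 30% activation at any dose in follow-up; inconclusive means repeats straddling the limit, or above it without dose testing; inactive means fold induction below the set limit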;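 further: activators that raise dye reduction in frataxin-depleted yeast; strong numbers were not always called active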
# XIAP antagonists = small molecules displacing peptide from XIAP – biochemical, IAP family, fluorescence polarization (AID 1018); XIAP BIR domain, fluorescence polarization peptide displacement; higher % means a stronger effect; displacement, % at 20 µM; hits with a dose series show IC50 in µM; hit rate 0.007% among 200,000; in the data active means displacement above about 50%; further: a part of the inactive calls stands beside numbers as strong as those of hits
# M17LAP inhibition = P. falciparum M17LAP inhibitors, primary screen, biochemical, fluorogenic H-Leu-NHMec substrate, 1536-well (AID 1619). inhibition, % at 30 µM; hits with a dose series show IC50 in µM. recombinant M17LAP, H-Leu-NHMec fluorogenic kinetic assay; higher % means a stronger effect. hit rate 0.38% among 220,000;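 active means compound inhibiting the enzyme by more than half at any dose during confirmatory dose-response retesting; inconclusive means strong single-dose inhibitors picked by rank but not retested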;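 further: plate controls were full reaction with DMSO carrier for no effect and no enzyme background for full effect; strong numbers were not always called active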
# LYP inhibition = inhibitors of LYP phosphatase, biochemical, fluorescence intensity, uHTS (AID 1779). hit rate 0.054% among 290,000. one-dose inhibition, % at 11.5 µM; IC50 in µM for titrated hits. recombinant LYP phosphatase, fluorescence intensity; higher % means a stronger effect;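 further: plate controls were vehicle with enzyme for no effect and no enzyme for full effect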
# human PMI inhibitors = MPI inhibition at elevated mannose 6-phosphate – biochemical, fluorescence intensity, high mannose 6-phosphate, primary screen (AID 1220); recombinant PMI enzyme, coupled fluorescence intensity; higher % means a stronger effect; inhibition, % at 20 µM; hits with a dose series show IC50 in µM; hit rate 0.66% among 190,000
# TNAP activators = stimulation of alkaline phosphatase TNAP activity – biochemical, luminescent, no phosphate acceptor, uHTS, primary screen (AID 1001) | hit rate 0.03% among 200,000 | activation fold at 20 µM, or EC50 in µM where a hit was titrated | purified TNAP, luminescent activation assay, no phosphate acceptor; higher activation fold means a stronger effect; in the data active means activation fold from about 3, or a potency from the dose series; inactive means the rest, 99 in 100 with activation fold below about 1.6; further: many of its hits are not listed in these tables
# WT yeast gro inh mutant strain = recorded beside WT yeast gro inh, whose call it bears; inhibition, %; mitochondrial fusion phenotypic screen, mutant strain inhibition
# * hit, by the source's call; i = inactive; u = inconclusive; x = no result given. Unless noted, no stated cut-off is given here; in the data, active means inhibition above about 50%; inactive means the rest.
SMILES,PMI inhibitors,M1AAP inhibition,WT yeast gro inh,WT yeast gro inh mutant strain,Yfh1-off respiration,XIAP antagonists,M17LAP inhibition,LYP inhibition,human PMI inhibitors,TNAP activators
CN(C)CCCN1C(=O)C(O)=C(C(=O)c2cc3ccccc3o2)C1c1ccccc1 (stereo not given),-11%,3%,21,-3,x,-3.2%,27%,-8%,-16%,1
CC1(C)CCCC2=C1CC1C(=O)N(O)C(=O)C1C2 (stereo not given),11%,2%,7,-7,i,-2.6%,7%,-8%,5%,1.2
NC(=O)Nc1ccc(C(=O)OCC(=O)Nc2ccc(Cl)cn2)cc1,x,7%,x,x,i,x,1%,-5%,x,x
COc1cc(NC(=O)CSc2nnnn2Cc2ccc3c(c2)OCO3)cc(OC)c1,-4%,4%,-2,-2,x,-6.6%,7%,-10%,-3%,1.1
CCn1c(SCC(=O)Nc2ccc(NC(C)=O)cc2)nnc1C1CC1,1%,12%,7,19,i,-4.4%,-3%,-8%,-1%,1.1
CNC(=O)c1ccccc1NC(=O)c1c(O)c2c([nH]c1=O)CCCC2,8%,11%,3,-1,i,0.9%,-5%,0%,3%,1.1
COc1ccc(CNC(=O)CCCNS(=O)(=O)c2cccc3nonc23)cc1,13%,4%,1,11,i,2.5%,5%,4%,8%,1.1
O=Cc1ccc(Sc2nnc(-c3ccccc3)o2)c([N+](=O)[O-])c1,10%,17%,-2,7,i,-5.1%,-1%,-1%,5%,1.1
Cc1c[nH]c(=O)c([N+](=O)[O-])c1,x,9%,x,x,i,x,19%,-3%,x,x
O=C(CCNC(=O)Cn1ccc2ccccc2c1=O)NCCCN1CCN(c2ccc(F)cc2)CC1,-3%,6%,-11,-3,i,-2.9%,-5%,-9%,-6%,1.1
CC1(C)CC(=O)c2sc(NC(=O)c3ccc4ncsc4c3)nc2C1,-8%,12%,3,7,i,-9.7%,14%,3%,-15%,1
Cc1cc(NC(=O)COC(=O)COc2ccc(C(=O)c3ccccc3)cc2)no1,7%,5%,1,7,i,-4.7%,4%,1%,3%,1.1
O=C(CSc1nccc(=O)[nH]1)Nc1ccccc1Sc1ccccc1,-9%,9%,-10,-5,i,-8.9%,10%,-7%,-4%,1
O=C(Nc1c(C(=O)N2CCCCC2)cnn1-c1ccccc1)c1ccccc1,-7%,-3%,6,8,i,-3.1%,1%,2%,8%,0.9
COC(=O)c1cccc(NC(=O)NC23CC4CC(CC(C4)C2)C3)c1,1%,-5%,19,28,i,-2.3%,12%,-5%,3%,1.3
COCCNc1oc(COc2cccc(C)c2)nc1C#N,5%,-3%,11,-4,i,-2.1%,0%,-2%,5%,1.1
COc1ccccc1N1CCN(Cc2cccs2)CC1,4%,8%,x,x,i,-9.6%,1%,-8%,-8%,1.1
CCOC(=O)c1cc2n(c1/N=C/N(C)C)-c1ccccc1C2=O,56%*,u,-20,-9,i,5.4%,3%,-8%,48%,1
CCOC(=O)c1ccccc1NC(=O)CSc1nnnn1C1CCCCC1,6%,7%,22,8,i,-6.1%,-16%,-3%,6%,1
CCCCNCc1cc(Br)c(OCC(=O)N2CCOCC2)c(OC)c1,-4%,0%,-7,-64,i,-5.0%,2%,-8%,-6%,1.1
CC(=O)c1sc(NC(=O)c2ccccc2F)nc1C,10%,6%,23,12,i,0.8%,4%,3%,10%,1.1
O=C(COC(=O)c1cnccn1)c1ccc(Cl)c([N+](=O)[O-])c1,x,9%,x,x,i,x,9%,-6%,x,x
C/C(=N\NC(=O)C1CC1c1ccccc1)c1ccc(C)s1 (stereo not given),-1%,11%,-10,-3,i,-1.9%,1%,-2%,1%,1.1
Cc1cc(C)c(S(=O)(=O)Nc2nnc(C)s2)c(C)c1,-1%,-2%,7,-6,i,-0.3%,28%,-6%,-4%,1.1
Cc1ccc(NC2OC(CO)C(O)C2O)cc1[N+](=O)[O-] (stereo not given),0%,7%,5,15,i,2.6%,6%,-5%,-10%,1.1
O=C(N/N=C/c1ccc(OC(F)F)cc1OC(F)F)c1ccc(Br)cc1,12%,36%,5,6,i,4.0%,-8%,-5%,-1%,1.1
CCN1CCC(NC(=O)c2cc(OC)c(OC)cc2OC)CC1,17%,5%,3,-28,i,-21%,14%,-1%,12%,1
C=CCN(c1ccc(C(=O)N2CCN(c3ccc(F)cc3)CC2)cc1)S(C)(=O)=O,18%,5%,-17,10,i,-0.5%,0%,-1%,20%,1.1
CCCS(=O)(=O)N1CCCC(C(=O)NCCCN(C)c2ccccc2)C1 (stereo not given),6%,4%,-1,-5,i,-0.7%,7%,-2%,6%,1.1
O=C(NCCN1CCN(c2ccccc2F)CC1)C1c2ccccc2C(=O)N2CCc3ccccc3C12 (stereo not given),10%,5%,3,-6,i,1.1%,-5%,0%,10%,1.2
CN(c1ccccc1)S(=O)(=O)c1cccc(C(=O)NNC(=O)c2ccccc2)c1,8%,2%,-5,13,i,-7.2%,-6%,-8%,10%,1.3
COc1ccccc1C(C[N+](=O)[O-])c1c(N)n(C)c(=O)n(C)c1=O (stereo not given),x,3%,x,x,i,x,-15%,-5%,x,x
C/C(=N\NC(N)=S)c1ccc(-n2ccnc2)cc1,x,1%,x,x,i,x,5%,3%,x,x
Oc1c(C2=NCCNC(C(F)(F)F)=C2)ccc2ccccc12,22%,8%,32,20,u,-4.4%,3%,3%,54%*,0.8
CCCP(=O)(CC(=O)O)c1ccccc1 (stereo not given),0%,5%,-14,2,i,-4.5%,-3%,-10%,-4%,1.1
CSc1nc(C)cc(Oc2ccccc2)n1,1%,2%,-1,6,i,-3.2%,0%,0%,5%,1.1

# 2 of these compounds, set out differently:
molecule: C/C(=N\NC(=O)C1CC1c1ccccc1)c1ccc(C)s1 (stereo not given)
  PMI inhibitors: -1%	M1AAP inhibition: 11%	WT yeast gro inh: -10	WT yeast gro inh mutant strain: -3	Yfh1-off respiration: i	XIAP antagonists: -1.9%	M17LAP inhibition: 1%	LYP inhibition: -2%	human PMI inhibitors: 1%	TNAP activators: 1.1

molecule: Cc1cc(C)c(S(=O)(=O)Nc2nnc(C)s2)c(C)c1
  PMI inhibitors: -1%	M1AAP inhibition: -2%	WT yeast gro inh: 7	WT yeast gro inh mutant strain: -6	Yfh1-off respiration: i	XIAP antagonists: -0.3%	M17LAP inhibition: 28%	LYP inhibition: -6%	human PMI inhibitors: -4%	TNAP activators: 1.1

# Other records
SMILES,PMI inhibitors,M1AAP inhibition,WT yeast gro inh,WT yeast gro inh mutant strain,Yfh1-off respiration,XIAP antagonists,M17LAP inhibition,LYP inhibition,human PMI inhibitors,TNAP activators
CCOC(=O)NNc1ccc(C(F)(F)F)cn1,x,3%,x,x,i,x,3%,-3%,x,x
Cc1occc1C(=O)O/N=C(\N)c1ccc(Cl)cc1,x,3%,x,x,i,x,0%,-11%,x,x
O=C(O)c1nn(CC(=O)N2CCCCCC2)c(=O)c2ccccc12,-10%,7%,2,-11,i,-6.6%,4%,-2%,-4%,1.1
O=C(O)c1cccc(S(=O)(=O)Nc2ccccc2Cl)c1,-2%,1%,12,-16,x,-6.3%,5%,-4%,-9%,1.1
CCOC(=O)CSc1nc(C)c(C(C)=O)cc1C#N,4%,12%,-5,-3,i,-4.0%,5%,-3%,-4%,1.1
NC(=S)n1[nH]c(-c2ccc([N+](=O)[O-])cc2)c(N=Nc2cccc(Cl)c2)c1=O,13%,4%,75*,30*,i,2.3%,6%,1%,4%,1.4
Cc1[nH]c2ccccc2c1/C=N/NC(=O)CNC(=O)COc1ccccc1,7%,8%,11,6,i,-5.7%,8%,-4%,11%,1.1
Cc1cc(C)c2cc(C(=O)N(C)C3CCN(C)CC3)[nH]c2c1,x,2%,x,x,i,x,3%,0%,x,x
Cc1cccc(NC(=O)Cn2nnc3ccccc32)c1,-13%,-11%,16,-10,i,-4.2%,1%,-8%,-9%,1.1
CCOC(=O)Cc1cc(-c2ccc(OC)cc2)nc2ccc3ccccc3c12,15%,4%,7,7,i,-1.5%,8%,5%,3%,1.1
C=CCNc1ncnc2c1cnn2-c1ccc(C)cc1C,11%,4%,14,-13,u,-4.0%,1%,4%,3%,1
O=c1c2c(nc3c(-c4cccc5ccccc45)c[nH]n13)CCC2,8%,10%,x,x,i,-2.9%,2%,-3%,-6%,1
CC(N=Cc1c(O)c2ccccc2oc1=O)C(=O)O (stereo not given),-28%,u,-8,-1,i,-13%,13%,2%,-5%,0.8
CN(C(=O)CSc1nc(N)c2c3c(sc2n1)CSC(C)(C)C3)c1ccccc1,-2%,6%,-5,-8,x,2.0%,1%,5%,-8%,1.1
Cc1ccccc1/C=C/c1nc2ccccc2c(=O)n1CCc1ccccc1,10%,1%,-9,-2,i,-3.0%,-7%,11%,2%,1.1
CCSC1=C(C#N)C2(CCCC2)C(C#N)=C(N)N1,0%,6%,-24,0,i,-6.6%,-7%,-4%,6%,1
CCCc1c(O)c2ccccc2[nH]c1=O,3%,-2%,-11,3,i,-4.1%,-3%,-13%,-1%,1.1
COc1ccc2nccc(/C=C/c3ccnc4ccc(OC)cc34)c2c1,x,1%,x,x,i,x,-15%,-6%,x,x
CCSc1nnc(CSc2ncccn2)n1C,-9%,-1%,0,-4,i,-1.7%,4%,-7%,-9%,1.1
CN1c2ccccc2C2(C)CCCC3=Cc4cc([N+](=O)[O-])cc([N+](=O)[O-])c4OC312 (stereo not given),5%,-2%,17,3,i,-2.3%,1%,2%,1%,1.1
Cc1ccc(NC(=O)c2cccc3c2C(=O)N(C2CCCCC2)C3)cc1,21%,0%,6,7,i,-9.0%,1%,-4%,16%,1
Oc1ccc(N2CCN(C(c3ccccn3)c3nnnn3C3CCCC3)CC2)cc1 (stereo not given),18%,1%,4,3,i,2.0%,18%,0%,50%,1
Cc1ccnc(Sc2ccc([N+](=O)[O-])cn2)n1,-32%,1%,0,-4,i,-10%,-5%,-1%,-20%,1
CC(/C=C1\SC(=S)N(CCCC(=O)Nc2ccc(C(=O)O)c(O)c2)C1=O)=C\c1ccccc1,13%,22%,2,-8,i,-1.1%,-11%,5%,15%,0.9
O=C(O)c1csc(-n2nc(-c3ccccc3)cc2C(F)(F)F)n1,5%,9%,-1,-9,i,-3.9%,18%,-2%,11%,1.1
Cc1cc(C)c2[nH]c(=O)c(CN(Cc3ccco3)C(=O)C3CCCO3)cc2c1 (stereo not given),2%,u,6,-7,i,-3.2%,19%,-3%,7%,1.2
CC(C)Nc1cc(C(C)(C)C)nc2c(-c3ccccc3)cnn12,x,5%,x,x,i,x,3%,-4%,x,x
Cc1nc2ccccc2n1C(=O)N(C)C,-5%,-2%,3,2,i,-6.9%,3%,-5%,-8%,1
CC1Cc2ccccc2N1C(=O)COC(=O)C1(c2ccccc2F)CCCC1 (stereo not given),16%,1%,33,6,i,-8.5%,-5%,3%,13%,1.1
Cc1ccccc1/C=N/N1CCN(c2ccccc2)CC1,2%,1%,-6,-15,i,-16%,1%,6%,2%,1
Brc1ccc(C2=Nc3ccccc3C(c3ccncc3)=NN2)cc1,-16%,x,2,-20,i,-4.2%,x,-4%,-7%,1.1
CC(=O)c1c(C)[nH]c(C(=O)CN2C(=O)NC(CCc3ccccc3)C2=O)c1C (stereo not given),x,4%,x,x,i,x,7%,0%,x,x
